RXFP1 ag = RXFP1 (human) receptor agonism; Q9HBX9; HEK293T-RXFP1 cAMP TR-FRET, 30 min; response scale: percent of porcine relaxin response, buffer zero; Potency, µM (highest dose often 57.5 µM), for the others: at the top dose activation, actives largely listed as activators; 370,000 tested, 0.3% active; active = well fitted activation curve with a large enough effect; inconclusive = small, poorly fitted or top-dose-only effect; also: potency is read from the fitted curve at half-maximal effect; % is scaled to controls: 0 for no effect and ±100 for the full control effect; nearly all actives have a fitted effect of over 60% in size; many of its hits are not listed in these tables
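Agonist response is measured as cAMP accumulation in an RXFP1-transfected HEK293T line under PDE4 inhibition. Values are scaled between buffer-only and 29 nM porcine relaxin, and EC50s come from standard Hill equation fits.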
RXFP1 antagonist = blocks the human relaxin receptor RXFP1. Q9HBX9. HEK293-RXFP1, relaxin-stimulated cAMP HTRF, 30 min; hits give low values. activity change, negative = inhibition, % at 57.5 µM. 350,000 tested, 0.59% active;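 active = activity change of -60% or lower, but not beyond a set lower limit; inconclusive = change between -60% and -40%, or beyond the set limit; inactive = change above -40%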; also: % is scaled to controls: 0 for no effect and ±100 for the full control effect
D1 antag = human D1 dopamine receptor antagonism | 360,000 tested, 3.2% active | AID 504652 | activity change, negative = inhibition, % at 10 µM | P21728 | HEK293 TREx D1 cells, calcium flux, dopamine EC80; hits give low values; in the data active = activity change below about -30%; also: % is scaled to controls: 0 for no effect and ±100 for the full control effect
Target sequence (P21728 whole entry, looked up): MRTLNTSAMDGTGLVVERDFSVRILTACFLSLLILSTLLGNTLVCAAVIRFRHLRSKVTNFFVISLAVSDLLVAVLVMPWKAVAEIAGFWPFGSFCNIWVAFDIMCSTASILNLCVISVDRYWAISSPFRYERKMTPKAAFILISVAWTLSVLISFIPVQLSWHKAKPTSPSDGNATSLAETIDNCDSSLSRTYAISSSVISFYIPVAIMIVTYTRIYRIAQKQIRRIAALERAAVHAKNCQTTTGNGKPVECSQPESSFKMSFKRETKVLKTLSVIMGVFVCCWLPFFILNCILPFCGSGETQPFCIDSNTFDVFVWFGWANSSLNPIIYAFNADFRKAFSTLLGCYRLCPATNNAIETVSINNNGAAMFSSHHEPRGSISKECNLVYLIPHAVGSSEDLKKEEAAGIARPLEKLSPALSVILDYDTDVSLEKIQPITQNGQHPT
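After overnight tetracycline induction at 30 C, force-coupled D1 HEK293 cells took up a no-wash calcium dye at room temperature. Compounds were added and monitored 180 s, and the response to EC80 dopamine was then recorded.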
TRHR enhancer = allosterically enhances the human TRH receptor; enhancement, % at 2 µM; 360,000 tested, 0.66% active; P34981; TRHR cells, fluo-8 calcium fluorescence, EC20 TRH enhancement; in the data active = enhancement above about 30%; also: 0% is about no effect
Target sequence (P34981 whole entry, looked up): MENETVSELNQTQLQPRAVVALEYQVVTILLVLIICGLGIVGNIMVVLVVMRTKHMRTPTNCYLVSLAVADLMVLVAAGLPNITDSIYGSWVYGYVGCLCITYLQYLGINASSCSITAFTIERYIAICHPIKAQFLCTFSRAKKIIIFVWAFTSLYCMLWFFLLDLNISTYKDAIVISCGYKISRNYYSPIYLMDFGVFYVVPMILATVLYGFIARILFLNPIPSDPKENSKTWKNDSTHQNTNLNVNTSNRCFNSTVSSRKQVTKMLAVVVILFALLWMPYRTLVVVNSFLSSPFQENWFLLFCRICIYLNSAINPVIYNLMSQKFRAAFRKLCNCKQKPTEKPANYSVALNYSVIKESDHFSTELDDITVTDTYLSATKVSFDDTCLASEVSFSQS
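Enhancer read-out: after compound pinning and an initial kinetic agonist-mode read, an EC20 of TRH (10 nM final) was injected and fluo-8 calcium signal (Ex 480/Em 530) followed at 1 s/cycle for 100 cycles in TRHR-expressing cells.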
D2 ag = D2 dopamine receptor (human) agonism; P14416; HEK293 T-REx D2 cells, calcium flux agonist mode; activation, % at 2 µM; 340,000 tested, 0.53% active;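 active = activation over 3 SD above normal in the single-dose calcium agonist read, cut at about 30% in these data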; also: 0% is about no effect
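HEK293 Trex D2 cells, tetracycline-induced, o/n 30 C 5% CO2; no-wash Ca dye, RT 30–90 min; 10-cycle baseline, 23 nl cpd added, kinetic Ca read 180 s; agonist hits = positive Ca response.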
D2 antag = antagonists of human D2 dopamine receptor; 340,000 tested, 2% active; HEK293 TREx D2 cells, calcium flux, dopamine EC80; P14416; inhibition, % at 10 µM; in the data active = inhibition above about 30%; also: 0% is about no effect
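Overnight-induced (tetracycline, 30 C) HEK293 T-REx cells carrying force-coupled D2 receive a no-wash calcium dye, then compound, then EC80 dopamine at 180 s; signals are read kinetically throughout.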
D2 PAM = positively modulates the human D2 dopamine receptor allosterically | HEK293 T-REx D2, calcium flux, EC20 dopamine potentiation | potentiation, % at 10 µM | 340,000 tested, 0.34% active | AID 485347;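 active = potentiation over 3 SD above the plate norm, cut at about 30% in these data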; also: 0% is about no effect
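Using a no-wash calcium dye in inducible, force-coupled HEK293 Trex cells expressing D2, we tracked fluorescence each second for 180 s after compound, then for 180 s after EC20 dopamine to detect augmented signalling.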
D1 agonist = human D1 receptor agonism. HEK293 T-REx D1 cells, calcium flux, agonist mode. activation, % at 2 µM. 360,000 tested, 1% active. AID 504660; in the data active = activation above about 30%; also: 0% is about no effect
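Agonism was scored from calcium flux recorded over 180 s (1 read/s) after pintool compound addition, following a 10-cycle baseline. Cells were inducible force-coupled HEK293 TREx D1, plated overnight at 30 C and loaded with no-wash calcium dye.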
D1 PAM = enhances dopamine response at the human D1 receptor | potentiation, % at 10 µM | 360,000 tested, 0.036% active | P21728 | HEK293 TREx D1 cells, calcium flux, dopamine EC20 potentiation; in the data active = potentiation above about 30%; also: 0% is about no effect
Starred values were filed as active, the others as inactive; ? = inconclusive; . = not tested or not shown. The list is partial; rates above refer to the full screens.

1	CCOC(=O)C1(CC)NC(c2ccc(OC)c(OC)c2)C2C(=O)N(c3cccc(C(C)=O)c3)C(=O)C21 (stereo not drawn)
2	CCc1nnc(NS(=O)(=O)c2ccc(NC(=S)NC(=O)c3cccs3)cc2)s1
3	Cc1noc(C)c1COc1ccccc1C(=O)NCCc1ccc(Cl)cc1
4	CCOC(=O)C1=C(Nc2ccc(C)cc2)CC(C)(O)C(C(=O)OCC)C1c1ccccc1 (stereo not drawn)
5	CN1C2Cc3c(n(C)c4ccccc34)C1CC=C2CO (stereo not drawn)
6	CCc1ccc(NC(=S)N(CCCN2CCOCC2)Cc2ccco2)cc1
7	CCCn1c(=O)c(C(=O)NCc2ccccn2)c(O)c2ccccc21
8	O=C(CCc1nc(-c2cccs2)no1)NCc1ccc(F)cc1Cl
9	CCOCCCNC(=O)c1c[nH]c2ccc(OCC)cc2c1=O
10	O=C(Nc1ccc(-c2nc3ccccc3[nH]2)cc1)c1ccc(N2C(=O)CCC2=O)cc1

| entry no. | 1 | 2 | 3 | 4 | 5 | 6 | 7 | 8 | 9 | 10 |
| --- | --- | --- | --- | --- | --- | --- | --- | --- | --- | --- |
| RXFP1 ag | -0.2% | 0.7% | -0.6% | 0.3% | 0.0% | 1.8% | 14% | 0.4% | 0.0% | 6.1% |
| RXFP1 antagonist | -2 | -35 | -23 | -16 | . | 13 | 9 | . | -2 | 5 |
| D1 antag | 7 | -18 | 0 | -27 | . | 17 | 10 | -1 | 2 | -50* |
| TRHR enhancer | 0 | 3 | -9 | 2 | -6 | 4 | 3 | 6 | -2 | 1 |
| D2 ag | -1.0 | -0.1 | 0.1 | -0.5 | 0.2 | -1.5 | 0.1 | -1.4 | 0.2 | -0.7 |
| D2 antag | -1 | -1 | 3 | 11 | -2 | 0 | 13 | 7 | 7 | 7 |
| D2 PAM | -23 | 1 | 9 | 9 | 10 | 1 | -4 | 17 | -5 | -1 |
| D1 agonist | 3 | 2 | 5 | 4 | 27 | 0 | -2 | 2 | 0 | 0 |
| D1 PAM | -7 | -6 | -3 | -10 | 7 | 3 | 4 | -3 | -2 | -3 |

11	COC(=O)c1nc2n(n1)C(c1ccc(OC)c(OC)c1OC)C1=C(CCCC1=O)N2 (stereo not drawn)
12	O=C(NCc1ccc(-c2nc3ccccc3s2)cc1)c1cc2ccccc2o1
13	CCOC(=O)C1(CCOc2ccccc2)CCN(Cc2cc(OC)c(O)cc2Cl)CC1
14	Cc1c(NC(=O)CN2C(=O)C(=O)c3ccccc32)c(=O)n(-c2ccccc2)n1C
15	CC1CCCCN1C(=S)NC(=O)c1cc(Br)ccc1Cl (stereo not drawn)
16	CC(C)NC(=O)NC1C2CC3CC(C2)CC1C3 (stereo not drawn)
17	Cc1cc(C)n(-c2nnc(Nc3cc(Cl)ccc3C)c3ccccc23)n1
18	COc1ccc2cc(C(=O)N/N=C/c3sc4ccccc4c3O)ccc2c1
19	COC(=O)CCC(=O)N1CCCC(CO)(Cc2ccccc2C)C1 (stereo not drawn)
20	O=C(CN1CCN(S(=O)(=O)c2cccs2)CC1)NCC1CCCCC1

| entry no. | 11 | 12 | 13 | 14 | 15 | 16 | 17 | 18 | 19 | 20 |
| --- | --- | --- | --- | --- | --- | --- | --- | --- | --- | --- |
| RXFP1 ag | -0.1% | 19% | -0.4% | 1.0% | 0.3% | 0.5% | 3.0% | -2.2% | 3.6% | 0.0% |
| RXFP1 antagonist | 16 | 5 | 1 | 7 | 3 | -6 | -3 | -25 | -4 | 0 |
| D1 antag | -3 | -9 | 2 | -4 | 3 | -4 | -23 | -3 | -1 | -19 |
| TRHR enhancer | 13 | -1 | 4 | -8 | 0 | 4 | -3 | -1 | 2 | -1 |
| D2 ag | 0.1 | 0.7 | 0.4 | -0.6 | 0.2 | -0.9 | 0.4 | 21 | 0.7 | -0.5 |
| D2 antag | -9 | 13 | -3 | 25 | -3 | -10 | . | 13 | 8 | -10 |
| D2 PAM | 10 | -7 | 2 | -2 | -6 | -10 | -6 | 3 | -16 | 1 |
| D1 agonist | 3 | 6 | 7 | 4 | 1 | 3 | 6 | 108* | 2 | 2 |
| D1 PAM | 2 | 5 | -2 | 0 | . | -2 | -1 | -8 | 3 | -5 |

21	CCCCn1c(N)c(-c2nc3ccccc3s2)c2c([N+](=O)[O-])nn(C)c(=O)c21
22	CC(C)c1ccc(NC(=O)CCNS(=O)(=O)c2cccc3nonc23)cc1
23	O=C1Cc2ccccc2Sc2ccccc21
24	CCN(CC)C(=O)Oc1nnc(SC(C)C)n1-c1ccc(Cl)cc1
25	CCOC(=O)CN(C(=O)Cn1nnc(-c2ccc(OC)cc2)n1)C(C(=O)NC1CCCC1)c1ccc(F)cc1 (stereo not drawn)
26	COc1cccc(N(CC(=O)N2CCc3ccccc3C2)S(C)(=O)=O)c1
27	COC(C[C@H](O)C[C@H](O)COCc1ccccc1)OC
28	O=C(c1ccc(-c2nc3ccccc3s2)o1)N1CCN(c2ccccc2O)CC1
29	CCC(c1nnc(SCC(=O)N2CC(=O)Nc3ccccc32)n1Cc1ccccc1)N(C)C (stereo not drawn)
30	CC1(C)CC2CC(C)(CN2C(=O)c2cc(-c3ccccc3)on2)C1 (stereo not drawn)

| entry no. | 21 | 22 | 23 | 24 | 25 | 26 | 27 | 28 | 29 | 30 |
| --- | --- | --- | --- | --- | --- | --- | --- | --- | --- | --- |
| RXFP1 ag | 0.8% | -0.3% | 0.4% | 7.7% | 2.0% | -0.9% | -3.1% | -0.4% | 2.0% | 2.3% |
| RXFP1 antagonist | -21 | -6 | -12 | 5 | 3 | -14 | . | -24 | -2 | -24 |
| D1 antag | -1 | 6 | 5 | -8 | -5 | -4 | -4 | 9 | 1 | 16 |
| TRHR enhancer | -8 | -9 | 0 | -5 | 0 | -12 | -3 | 11 | -5 | -1 |
| D2 ag | . | -0.2 | -1.2 | -0.5 | -0.8 | 0.4 | . | 1.1 | -0.3 | . |
| D2 antag | . | 8 | 15 | -7 | 3 | 12 | . | -12 | 9 | . |
| D2 PAM | . | 1 | -7 | -6 | -4 | -4 | . | 9 | -12 | . |
| D1 agonist | -1 | 1 | 1 | 1 | 4 | 3 | 5 | 2 | 1 | 7 |
| D1 PAM | -1 | -3 | 1 | 2 | -2 | -1 | 4 | -2 | -7 | 6 |

31	CC[C@@]1(c2ccccc2C)C(=O)N(C(=O)OC)N1C(=O)OC
32	COC(=O)c1cc2oc3ccccc3c2n1Cc1nc(-c2ccc(Cl)cc2)oc1C
33	Cc1nn(-c2ccc(F)cc2)c(Cl)c1/C=N/NC(=O)c1cccs1
34	COc1ccc(S(=O)Cc2ccc(C(=O)N3CCN(C(=O)c4ccco4)CC3)o2)cc1 (stereo not drawn)
35	Cn1cccc1C(=O)NCc1ccc(Cl)cc1
36	CCN1C(=O)c2cccc3c(NC(=O)c4ccc5c(c4)OCCO5)ccc1c23
37	Cc1cccc(Nc2nnc(SC(C)C(=O)NC3CC3)s2)c1 (stereo not drawn)
38	COC(=O)c1ccc(NC(=S)NC(=O)c2cc(-c3ccccc3)nc3ccccc23)cc1
39	COC(=O)CSc1nc2nc(-c3cccs3)cc(C(F)(F)F)c2c(=O)[nH]1
40	CCN(CC)CCN(Cc1cc2cc3c(cc2[nH]c1=O)OCO3)C(=S)NCC(C)C

| entry no. | 31 | 32 | 33 | 34 | 35 | 36 | 37 | 38 | 39 | 40 |
| --- | --- | --- | --- | --- | --- | --- | --- | --- | --- | --- |
| RXFP1 ag | -1.0% | 3.9% | 0.4% | -1.3% | 0.9% | 0.9% | -1.0% | 2.3% | ? | -0.1% |
| RXFP1 antagonist | . | -2 | -16 | 1 | 0 | 4 | -1 | -14 | 3 | 1 |
| D1 antag | -9 | 8 | 9 | -13 | 2 | -15 | -24 | 4 | 0 | 18 |
| TRHR enhancer | -1 | 3 | -1 | 2 | 2 | -1 | 8 | -4 | 0 | 11 |
| D2 ag | . | . | -0.5 | . | -1.4 | 1.2 | 0.0 | -0.7 | -2.5 | 0.5 |
| D2 antag | . | . | -6 | . | -4 | -24 | -2 | 3 | 16 | -14 |
| D2 PAM | . | -11 | 5 | . | 0 | -3 | 13 | -8 | -10 | 13 |
| D1 agonist | 1 | 1 | 0 | 1 | 2 | 5 | 0 | 3 | 2 | 4 |
| D1 PAM | 1 | -1 | -6 | 2 | 6 | 1 | -4 | -3 | 1 | 4 |

41	Cc1cc(C)cc(Nc2nc3c(S(=O)(=O)c4ccccc4)nnn3c3ccccc23)c1
42	O=P(c1ccccc1)(c1ccccc1)C(c1ccccn1)P(=O)(c1ccccc1)c1ccccc1
43	COc1ccccc1CCC(=O)Nc1ncc(C)s1
44	COC(=O)c1cc[n+](CC(=O)c2ccccc2)cc1
45	Cc1csc(NC(=O)c2ccc3ccccc3n2)n1
46	O=C(Nc1nnc(S(=O)(=O)N2CCCCC2)s1)c1cccc(Br)c1
47	Cc1ccc(S(=O)(=O)N2c3ccccc3OCC2C(C)(C)C)cc1 (stereo not drawn)
48	Cc1ccc(C(=O)Oc2oc(-c3ccco3)nc2C=Nc2ccccc2)cc1
49	COc1ccccc1NC(=O)/C(C#N)=C/c1ccncc1

| entry no. | 41 | 42 | 43 | 44 | 45 | 46 | 47 | 48 | 49 |
| --- | --- | --- | --- | --- | --- | --- | --- | --- | --- |
| RXFP1 ag | 10% | 0.0% | -0.7% | 0.1% | -0.4% | 10.0% | -0.2% | 1.5% | -2.7% |
| RXFP1 antagonist | 18 | 7 | 2 | -14 | -13 | -6 | -14 | . | 4 |
| D1 antag | -4 | 7 | -6 | . | 3 | -5 | 0 | 10 | -13 |
| TRHR enhancer | 7 | 3 | -3 | 2 | 3 | -1 | -6 | 1 | 9 |
| D2 ag | 1.0 | -0.2 | -2.4 | -0.3 | 6.8 | 0.5 | . | 0.8 | -0.1 |
| D2 antag | 4 | 2 | 7 | -5 | 10 | 2 | . | 1 | 11 |
| D2 PAM | -1 | 4 | -12 | 6 | 16 | 9 | -10 | 5 | 2 |
| D1 agonist | 1 | 0 | 1 | -2 | 3 | 30* | 1 | 1 | 17 |
| D1 PAM | 6 | 11 | -2 | -2 | 6 | -4 | -6 | -7 | -4 |

One compound at a time, as listed above:
O=C(Nc1nnc(S(=O)(=O)N2CCCCC2)s1)c1cccc(Br)c1 is listed with RXFP1 ag = 10.0%; RXFP1 antagonist = -6; D1 antag = -5; TRHR enhancer = -1; D2 ag = 0.5; D2 antag = 2; D2 PAM = 9; D1 agonist = 30*; D1 PAM = -4
Cc1csc(NC(=O)c2ccc3ccccc3n2)n1 is listed with RXFP1 ag = -0.4%; RXFP1 antagonist = -13; D1 antag = 3; TRHR enhancer = 3; D2 ag = 6.8; D2 antag = 10; D2 PAM = 16; D1 agonist = 3; D1 PAM = 6
